From PubChem
Statin myotox sup – protects C2C12 myotubes from simvastatin toxicity | ATP luminescence, 48 h; scaled: DMSO 0, geranylgeraniol control 100 | rescue of ATP level, % at 7.49 µM | 0.78% of 330,000 active;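 active means mean ATP rescue above about 67%, or every replicate alone reaching that limit, limit read from the data, passing the limit was not always enough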;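 further: myotubes were challenged with 10 µM simvastatin during compound exposure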
CASP6 VEID inh – inhibitors of human caspase-6; inhibition, % at 12.5 µM; 0.53% of 350,000 active; P55212; purified caspase-6, Z-VEID-R110 cleavage fluorescence; AID 686996;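 active means mean inhibition across replicates at least about 35%, with every replicate also reaching that limit, limit read from the data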;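 further: 0% = median of neutral control wells and 100% = no fluorescence left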
Target sequence (P55212 24-179 limits assumed): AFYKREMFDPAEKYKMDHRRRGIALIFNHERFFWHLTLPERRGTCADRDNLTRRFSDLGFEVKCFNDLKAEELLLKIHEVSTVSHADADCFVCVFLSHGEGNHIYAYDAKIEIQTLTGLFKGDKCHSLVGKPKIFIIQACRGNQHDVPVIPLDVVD
Target sequence (P55212 194-293 limits assumed): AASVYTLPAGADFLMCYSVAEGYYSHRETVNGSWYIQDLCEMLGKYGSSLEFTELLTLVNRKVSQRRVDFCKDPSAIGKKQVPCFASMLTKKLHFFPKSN
LGR2 antag – blocks bursicon-induced cAMP signaling via Drosophila LGR2 | HEK293 LGR2, CRE-luciferase, bursicon-stimulated, 4 h | inhibition, % at 9.99 µM | 0.35% of 380,000 active | AID 720647;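 active means drop in luminescence signal, shown as inhibition above about 50% in the replicate tests, limit read from the data, passing the limit was not always enough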;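 further: agonist challenge used bursicon conditioned medium at about half maximal strength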
FN deposition inh – fibronectin deposition inhibition. AH1F fibroblasts, Alexa488-fibronectin deposition fluorescence, overnight. inhibition, % at 12.6 µM. 0.086% of 350,000 active. AID 743247;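 active means mean inhibition across replicates of 30% or more, regardless of how many single replicates reach that level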;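 further: positive control wells lacked labelled fibronectin entirely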
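test system = AH1F fibroblasts assembling fluorescent fibronectin matrix | quantity = 10000 AH1F cells per well | buffer or medium = DMEM plus 2% serum, read in PBS | doses = single dose, pinned | incubation = 1 h cell attachment, overnight exposure to compound and label | detection = fluorescence at 485 nm excitation, 525 nm emission | read-out basis = inhibition from reduced deposited-fibronectin fluorescence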
esBAF inh – inhibitors of esBAF chromatin remodeling in mouse ES cells; Bmi1-luciferase knock-in reporter, 24 h; 100% = twice the neutral-well signal; reporter increase, % at 12.5 µM; 2% of 350,000 active; in the data active means activation above about 40%;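 further: 0% = median of the plate's neutral control wells and 100% = double that signal; a rise in the Bmi1 reporter signal indicates esBAF inhibition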
SIRT5 inh – sirtuin-5 (human) deacylase inhibition | 1.1% of 330,000 active | Purified SirT5, succinyl-peptide AMC, trypsin-coupled fluorescence | inhibition, % at 15 µM; in the data active means inhibition above about 15%
Target sequence (Q9NXA8 whole entry, looked up): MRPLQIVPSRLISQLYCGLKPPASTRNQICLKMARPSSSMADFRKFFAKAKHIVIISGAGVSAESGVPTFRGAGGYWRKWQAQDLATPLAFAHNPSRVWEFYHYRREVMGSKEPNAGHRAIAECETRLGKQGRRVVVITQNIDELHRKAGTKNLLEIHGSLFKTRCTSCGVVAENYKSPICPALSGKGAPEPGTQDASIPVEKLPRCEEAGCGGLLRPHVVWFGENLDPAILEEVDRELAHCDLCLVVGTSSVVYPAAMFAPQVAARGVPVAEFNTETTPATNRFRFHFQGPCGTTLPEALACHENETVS
S100A4 inh HTS – blocks human S100A4 binding to myosin IIA peptide; inhibition, % at 10.7 µM; 0.14% of 360,000 active; S100A4/TAMRA-MyoIIA peptide fluorescence polarization; AID 652163;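 active means mean inhibition of at least 70% across replicates, with every replicate also reaching that level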
Target sequence (P26447 whole entry, looked up): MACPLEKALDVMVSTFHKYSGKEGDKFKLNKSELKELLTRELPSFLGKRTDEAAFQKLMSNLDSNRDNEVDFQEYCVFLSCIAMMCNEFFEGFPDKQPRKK
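Test system: S100A4 monomer protein; Medium: HEPES pH 7.2 with CaCl2, KCl, NaCl, DTT, Triton; Probe or stimulus: TAMRA-labelled myosin IIA heavy-chain peptide probe, 5 nM; Doses: one dose per compound; Times: polarization read 5 min after assay mix addition, stable 5–60 min; Benchmarks: neutral control DMSO, positive control TFP.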
Starred values were filed as active, the others as inactive.

Screening C[C@@H]1CN([C@@H](C)CO)C(=O)c2cccc(NC(=O)c3cnccn3)c2O[C@@H]1CN(C)S(=O)(=O)c1ccccc1 returned Statin myotox sup -33.2, LGR2 antag 1.7 and esBAF inh -2.4.
Screening CC(=O)N[C@@H]1CC[C@@H](CCNC(=O)Nc2ccc(C(F)(F)F)cc2)O[C@@H]1CO returned Statin myotox sup -6.5, CASP6 VEID inh -4.8, LGR2 antag 5.4, FN deposition inh -6.2, esBAF inh 3.9, SIRT5 inh -0.8 and S100A4 inh HTS -10.6.
Screening Cc1ccc(S(=O)(=O)N(C)C[C@H]2OCCCC[C@H](C)Oc3ccc(NC(=O)CCC(F)(F)F)cc3C(=O)N([C@H](C)CO)C[C@@H]2C)cc1 returned LGR2 antag -5.0, FN deposition inh -4.7, esBAF inh 2.5, SIRT5 inh 6.2 and S100A4 inh HTS -4.8.
COc1cc(C=C2CCCC(=Cc3ccc(OCC4CO4)c(OC)c3)C2=O)ccc1OCC1CO1 (stereo not drawn) was read as CASP6 VEID inh 0.0, LGR2 antag 38.5, FN deposition inh 10.5, SIRT5 inh -2.8 and S100A4 inh HTS 2.4.
`CC(C)c1[nH]nc2c1C(c1ccc(OC(=O)c3ccco3)cc1)C(C#N)=C(N)O2` (stereo not drawn) gave CASP6 VEID inh 3.4, LGR2 antag -6.3, SIRT5 inh -9.5 and S100A4 inh HTS 1.8.
COc1cc(/C=C(\NC(C)=O)C(=O)O)cc(OC)c1OC was read as CASP6 VEID inh -7.2, LGR2 antag -21.7, FN deposition inh -6.1, SIRT5 inh -3.0 and S100A4 inh HTS -0.1.
For O=C(C[C@@H]1C[C@H]2c3cc(NC(=O)c4ccc5c(c4)OCO5)ccc3O[C@H]2[C@@H](CO)O1)NC1CCCCC1 the results were Statin myotox sup 1.8, CASP6 VEID inh -0.4, LGR2 antag 12.1, esBAF inh 9.0, SIRT5 inh 0.2 and S100A4 inh HTS -9.8.
For CC(C)Cn1c(=O)oc2ccccc21 the results were Statin myotox sup -1.5, CASP6 VEID inh 4.0, LGR2 antag -4.4, FN deposition inh 5.3, esBAF inh -3.9, SIRT5 inh 4.3 and S100A4 inh HTS 1.3.
`Cc1ccc(CC(=O)NCC(C)C)cc1` gave Statin myotox sup -13.2, LGR2 antag 2.6, FN deposition inh 10.8 and esBAF inh -6.7.
Cc1noc(C)c1NC(=O)Nc1ccc2c(c1)C(=O)N([C@H](C)CO)C[C@H](C)[C@H](CN(C)Cc1ccncc1)OCCCC[C@H](C)O2 was read as CASP6 VEID inh -3.3, LGR2 antag -5.0, esBAF inh 0.1, SIRT5 inh -1.5 and S100A4 inh HTS 4.8.
Screening O=C1N(Cc2ccccc2)c2ccc(Br)cc2[C@]12C[C@H](O)CO2 returned CASP6 VEID inh 0.1, LGR2 antag 25.6, FN deposition inh 8.3, SIRT5 inh -3.8 and S100A4 inh HTS -1.3.
Screening COc1ccc(CNc2nc(-c3cccnc3)nn2S(C)(=O)=O)cc1 returned Statin myotox sup 7.8, CASP6 VEID inh -2.2, LGR2 antag -11.7, FN deposition inh -3.6, esBAF inh 6.7, SIRT5 inh 5.4 and S100A4 inh HTS -0.4.
CCOc1ccc(OCC)c(NC(=O)C2CCN(S(=O)(=O)c3ccc4c(c3)CC(C)N4C(C)=O)CC2)c1 (stereo not drawn) was read as Statin myotox sup 3.5, CASP6 VEID inh 0.6, LGR2 antag -7.6, FN deposition inh 3.7, esBAF inh -5.3, SIRT5 inh 2.1 and S100A4 inh HTS -2.8.
Cc1ccc(C2c3c(n[nH]c3C)C(=O)N2c2ccccc2)cc1 (stereo not drawn) was read as CASP6 VEID inh 0.4, LGR2 antag 13.7, FN deposition inh -5.2, SIRT5 inh 1.3 and S100A4 inh HTS 0.6.
`O=C(C[C@@H]1C[C@@H]2c3cc(NC(=O)Nc4ccc(C(F)(F)F)cc4)ccc3O[C@@H]2[C@@H](CO)O1)NCCc1ccccc1` gave Statin myotox sup -13.9, CASP6 VEID inh 0.3, LGR2 antag 23.1, FN deposition inh -27.4, esBAF inh 12.4, SIRT5 inh 0.7 and S100A4 inh HTS -5.8.

The list goes on; the last 2 above are carried over.
Cc1ccc(C2c3c(n[nH]c3C)C(=O)N2c2ccccc2)cc1 (stereo not drawn) was read as CASP6 VEID inh 0.4, LGR2 antag 13.7, FN deposition inh -5.2, SIRT5 inh 1.3 and S100A4 inh HTS 0.6.
`O=C(C[C@@H]1C[C@@H]2c3cc(NC(=O)Nc4ccc(C(F)(F)F)cc4)ccc3O[C@@H]2[C@@H](CO)O1)NCCc1ccccc1` gave Statin myotox sup -13.9, CASP6 VEID inh 0.3, LGR2 antag 23.1, FN deposition inh -27.4, esBAF inh 12.4, SIRT5 inh 0.7 and S100A4 inh HTS -5.8.
`OC(COc1ccc(Cl)cc1Cl)Cn1ccnc1` (stereo not drawn) gave Statin myotox sup -11.3, CASP6 VEID inh -2.5, LGR2 antag 9.4, FN deposition inh 1.5, esBAF inh -2.4, SIRT5 inh 0.7 and S100A4 inh HTS -3.5.
Screening CCN1CCN(C(=O)c2ccccc2N(Cc2ccccc2)S(=O)(=O)c2ccc(OC)cc2)CC1 returned Statin myotox sup -31.8, CASP6 VEID inh -3.4, LGR2 antag 9.4, FN deposition inh -6.3, esBAF inh 0.6, SIRT5 inh -0.2 and S100A4 inh HTS -1.1.
For Cn1c(=O)oc2cc(S(=O)(=O)NCCCN3CCCC3=O)ccc21 the results were Statin myotox sup 1.8, CASP6 VEID inh 3.2, LGR2 antag 10.6, FN deposition inh 9.4, esBAF inh 3.1, SIRT5 inh -4.1 and S100A4 inh HTS -4.4.
COc1ccc(S(=O)(=O)Nc2ccc3c(c2)C(=O)N([C@@H](C)CO)C[C@H](C)[C@@H](CN(C)S(=O)(=O)c2c(C)noc2C)OCCCC[C@@H](C)O3)cc1 was read as CASP6 VEID inh 0.7, LGR2 antag 0.9, FN deposition inh -4.0, esBAF inh 6.7, SIRT5 inh 0.1 and S100A4 inh HTS 2.0.
For O=[N+]([O-])c1ccc(/C=N/Nc2ncc(Br)cn2)cc1 the results were Statin myotox sup -2.8, CASP6 VEID inh -2.9, LGR2 antag 6.2, FN deposition inh -2.6, esBAF inh 4.4, SIRT5 inh 3.4 and S100A4 inh HTS -1.4.
O=C1NC(c2ccco2)Nc2sc3c(c21)CCN(Cc1ccccc1)C3 (stereo not drawn) was read as Statin myotox sup 3.9, CASP6 VEID inh 1.1, LGR2 antag -14.8, FN deposition inh 4.7, esBAF inh -3.8, SIRT5 inh -5.3 and S100A4 inh HTS -14.6.
Screening CC(C)NC(=O)N(C)C[C@H]1Oc2ccc(NC(=O)Cc3ccccc3)cc2CC(=O)N([C@H](C)CO)C[C@@H]1C returned Statin myotox sup 0.3, CASP6 VEID inh -1.8, LGR2 antag -4.2, FN deposition inh -4.6, esBAF inh -4.8, SIRT5 inh 0.7 and S100A4 inh HTS 1.4.
For Cc1nn(C)cc1S(=O)(=O)N1CCN(Cc2cccc(Cl)c2)CC1 the results were Statin myotox sup 9.8, CASP6 VEID inh 0.4, LGR2 antag 9.8, FN deposition inh 2.6, esBAF inh -3.7, SIRT5 inh -1.6 and S100A4 inh HTS -6.0.
Screening Cc1ccc(S(=O)(=O)Nc2ccc3c(c2)C(=O)N([C@@H](C)CO)C[C@@H](C)[C@@H](CN(C)CC2CCCCC2)OCCCC[C@H](C)O3)cc1 returned CASP6 VEID inh 0.7, LGR2 antag 11.8, esBAF inh 0.2, SIRT5 inh 16.9* and S100A4 inh HTS 1.8.
Screening CN1C(=O)c2cc(NC(=O)c3ccc(C(F)(F)F)cc3)ccc2OC[C@H]2O[C@H](CC(=O)NC3Cc4ccccc4C3)CC[C@H]21 returned Statin myotox sup -30.8, LGR2 antag 8.9, FN deposition inh 9.2 and esBAF inh 6.9.
`Nc1ccccc1SCc1ccccc1` gave Statin myotox sup 11.0, CASP6 VEID inh 0.2, LGR2 antag -9.8, FN deposition inh -11.9, esBAF inh 15.2, SIRT5 inh -2.0 and S100A4 inh HTS -4.0.
`COc1cccc(NC(=O)C[C@H]2CC[C@H]3[C@@H](COc4ccc(NC(=O)C5CCOCC5)cc4C(=O)N3C)O2)c1` gave Statin myotox sup 4.6, CASP6 VEID inh 2.9, LGR2 antag 0.9, FN deposition inh -10.6, esBAF inh 4.1, SIRT5 inh -2.0 and S100A4 inh HTS -1.0.
Screening O=C1COc2ccc(C(=O)c3ccccc3C(=O)O)cc2N1 returned Statin myotox sup 3.2, LGR2 antag -24.5, FN deposition inh 8.8 and esBAF inh -5.4.
For CCOC(=O)N1CCC(NC(=O)c2cnn3c2NC(c2ccco2)CC3C(F)(F)F)CC1 (stereo not drawn) the results were Statin myotox sup 7.0, LGR2 antag 8.9 and esBAF inh -4.4.
For COc1cc([N+](=O)[O-])ccc1NC(=O)Oc1ccc(NC(C)=O)cc1 the results were Statin myotox sup 7.6, CASP6 VEID inh -2.5, LGR2 antag 7.2, FN deposition inh 0.3, esBAF inh 0.0, SIRT5 inh -2.0 and S100A4 inh HTS -13.6.
`Cn1c(=O)c2[nH]c(N3CCOCC3)nc2n(-c2ccccc2)c1=O` gave Statin myotox sup 5.6, CASP6 VEID inh 2.7, LGR2 antag -0.8, esBAF inh -2.0, SIRT5 inh -1.7 and S100A4 inh HTS 6.7.
`CO[C@H]1CN(C)C(=O)c2ccc(NC(=O)C3CCOCC3)cc2OC[C@@H](C)N(Cc2nccs2)C[C@H]1C` gave Statin myotox sup 11.4, CASP6 VEID inh 1.3, LGR2 antag 19.9, FN deposition inh -1.5, esBAF inh 2.2, SIRT5 inh 0.5 and S100A4 inh HTS 3.9.
Fc1ccc(-n2nnc(-c3ccnc4ccccc34)n2)cc1 was read as Statin myotox sup 10.7, CASP6 VEID inh -0.3, LGR2 antag -28.6, FN deposition inh -3.3, esBAF inh 60.5* and S100A4 inh HTS -0.8.
CCN1CCN(c2cc(C)c3cc(NC(=S)N4CCN(c5ccccc5F)CC4)ccc3n2)CC1 was read as Statin myotox sup 31.6, CASP6 VEID inh -34.2, LGR2 antag 5.6, FN deposition inh 3.8, esBAF inh -0.6, SIRT5 inh -4.2 and S100A4 inh HTS -1.5.
Screening CCOc1ccc(S(=O)(=O)Nc2ccc(Cl)cn2)c(C)c1C returned Statin myotox sup 5.6, FN deposition inh -8.2 and esBAF inh 0.3.
For COc1ccc(-c2cc(C(F)(F)F)nc(N)n2)cc1 the results were Statin myotox sup -5.6, CASP6 VEID inh -3.3, LGR2 antag -26.8, FN deposition inh 2.6, esBAF inh 12.5, SIRT5 inh -0.6 and S100A4 inh HTS -3.6.
For C=CCN(CC=C)C(=S)Nc1ccc2nsnc2c1 the results were Statin myotox sup 5.3, CASP6 VEID inh 20.7, LGR2 antag -66.3, esBAF inh 20.8 and S100A4 inh HTS 0.5.
Screening O=C(O)C/C(=C\c1cc(Cl)c2c(c1)OCO2)c1nc2ccccc2s1 returned Statin myotox sup 45.6, CASP6 VEID inh 60.0*, LGR2 antag 21.9, FN deposition inh 2.7, esBAF inh 3.1, SIRT5 inh 14.1 and S100A4 inh HTS -9.8.
Screening CCOC(=O)N1CCN(C(=O)c2cc3c(-c4ccc(Cl)cc4)nn(C)c3s2)CC1 returned Statin myotox sup 11.4, CASP6 VEID inh 5.8, LGR2 antag 12.1, FN deposition inh -1.6, esBAF inh -2.1 and S100A4 inh HTS -10.6.
For CO[C@@H]1CN(C)C(=O)c2cc(NS(C)(=O)=O)ccc2OC[C@@H](C)N(C(=O)C2CCCCC2)C[C@@H]1C the results were Statin myotox sup 8.8, CASP6 VEID inh -0.6, LGR2 antag 1.6, FN deposition inh -16.8, esBAF inh -1.2, SIRT5 inh -2.9 and S100A4 inh HTS -17.4.
`O=C(N/N=C/c1ccccn1)c1ccc([N+](=O)[O-])cc1Cl` gave Statin myotox sup 14.3, CASP6 VEID inh 11.7, LGR2 antag -30.1, FN deposition inh -0.2, esBAF inh 25.0, SIRT5 inh 2.6 and S100A4 inh HTS -1.4.

Some of the compounds tested, so the mix of outcomes need not match the whole.
